Screens (PubChem BioAssay)
14-3-3 PPI = alters human 14-3-3 gamma binding to Raf peptide; P61981; FP, 14-3-3gamma / TMR-pS259-Raf peptide binding; inhibition, % at 40 µM; 0.19% of 160,000 active; in the data active = inhibition above about 30%;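 also: 0% = protein plus tracer without compound and 100% = blank with tracer alone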
Target sequence (P61981 whole entry, looked up): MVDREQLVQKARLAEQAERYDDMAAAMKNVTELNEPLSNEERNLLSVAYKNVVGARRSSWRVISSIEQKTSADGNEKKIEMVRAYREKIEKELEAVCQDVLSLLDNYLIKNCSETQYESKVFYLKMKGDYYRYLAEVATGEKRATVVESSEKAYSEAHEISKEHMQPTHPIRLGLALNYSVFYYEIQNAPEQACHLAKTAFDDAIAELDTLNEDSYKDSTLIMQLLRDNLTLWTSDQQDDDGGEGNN
Active calls of the source: *; & = joins results of further samples.

14-3-3 PPI	Molecule
-46.0	Cc1sc(N2C(=O)C3CC=C(Cl)CC3C2=O)c(C#N)c1C (stereo not drawn)
-9.2	Cc1cccc(NC(=O)CCS(=O)(=O)c2ccc(Br)s2)c1C
-2.5&-4.4	CC(=O)c1sc(Nc2ccccn2)nc1C
-2.9	COc1ccc(CNC(=O)CSCc2ccccc2Cl)cc1
-4.7	Cc1cc(C)n(-c2ncc(-c3ccccc3)nn2)n1
-2.8	O=S(=O)(c1ccc2nc(Cc3ccccc3)[nH]c2c1)N1CCOCC1
-102.9	CCOC(=O)c1sc2nc3n(c(=O)c2c1C)CCCC3C(=O)OCC (stereo not drawn)
-2.1	CCOC(=O)C(=O)Nc1cccc([N+](=O)[O-])c1
2.6	COc1cccc(-n2ccnc2SCC(=O)NCc2ccc(F)cc2)c1
8.8	Cc1ccc(OCCN2CCN(c3cc(C)c(C#N)c4nc5ccccc5n34)CC2)cc1
-128.5	COC(=O)c1c(C)oc2ccc(N(C(=O)c3ccc(C)cc3)S(=O)(=O)c3ccc4ccccc4c3)cc12
1.4	Cc1ccc(S(=O)(=O)c2nc(-c3ccccc3)oc2NCCN2CCOCC2)cc1
-4.1	CCNS(=O)(=O)c1cc(OC)ccc1OC
-1.8	COc1cc(C=Nc2c(C)cc(C)cc2C)ccc1OC(C)=O
-4.1	COc1ccc(C(=O)Nc2ncc(Cc3ccc(C)cc3)s2)cc1OC
3.9	CC1=CC(C)(C)N(C(=O)CSc2nnc(N)s2)c2cc(C)c(C)cc21
-7.4	Cc1ccc(-n2c(=O)c3sccc3n(CC(=O)NCCC3=CCCCC3)c2=O)cc1F
-4.2	Cc1cc([N+](=O)[O-])cc2sc(NC(=O)C3CCCCC3)nc12
-2.4	CCOc1ccc(C2c3c(oc4cc(C)c(C)cc4c3=O)C(=O)N2CCCN(C)C)cc1OC (stereo not drawn)
2.5	Cc1cc(C)n(-c2ccc(C(=O)NCc3cccs3)cc2)n1
2.5	Cc1ccc(C=Nc2sc3c(c2C(N)=O)CCCC3)o1
-1.2	Cn1c(SCC(=O)NCCc2ccccc2)nc2c1c(=O)n(Cc1ccccc1Cl)c(=O)n2C
-11.1	CCOc1cc2c(cc1OCC)C1C(C(=O)N3CCN(c4cccc(Cl)c4)CC3)c3ccccc3C(=O)N1CC2 (stereo not drawn)
-31.5	COCCOC(=O)C1=C(C)NC2=C(C(=O)CCC2)C1c1cccc(I)c1 (stereo not drawn)
0.9	CC1(C)CC(=O)c2cc(C(=O)NC3CCSC3=O)c(=O)n(-c3ccccc3)c2C1 (stereo not drawn)
-5.1	CCOC(=O)c1ccccc1NC(=O)c1ccc([N+](=O)[O-])o1
-7.6	COc1ccc(-n2c(N)c(C(=O)NCC3CCCO3)sc2=S)cc1 (stereo not drawn)
5.9	C/C(Cl)=C\Cn1c(NCCc2ccccc2)nc2c1c(=O)n(C)c(=O)n2C
-16.8	CC(=O)c1ccc(NC(=O)c2ccc(-c3cccc(Cl)c3C)o2)cc1
-61.9	Cc1ccc2nc(-c3ccc(NC(=O)CN(c4ccc(C(C)C)cc4)S(C)(=O)=O)cc3)sc2c1

Some of the entries above, set out differently:
> COC(=O)c1c(C)oc2ccc(N(C(=O)c3ccc(C)cc3)S(=O)(=O)c3ccc4ccccc4c3)cc12
  14-3-3 PPI: -128.5
> Cn1c(SCC(=O)NCCc2ccccc2)nc2c1c(=O)n(Cc1ccccc1Cl)c(=O)n2C
  14-3-3 PPI: -1.2
> Cc1ccc(C=Nc2sc3c(c2C(N)=O)CCCC3)o1
  14-3-3 PPI: 2.5
> Cc1cc(C)n(-c2ncc(-c3ccccc3)nn2)n1
  14-3-3 PPI: -4.7

(further entries)
14-3-3 PPI	Molecule
-1.0	COc1ccc(C2C(C(=O)O)c3ccccc3C(=O)N2C)cc1Br (stereo not drawn)
0.5	CCCCCn1c(N2CCOCC2)nc2c1c(=O)n(CC(N)=O)c(=O)n2C
-8.2	CCOc1ccccc1NC(=O)c1cc2c(=O)n3ccccc3nc2s1
-13.7	CCOC(=O)c1cnn2c(C)cc(-c3ccc(OCCC(C)C)cc3)nc12
1.0	O=C(NCCc1ccc(Cl)cc1)C1CCC(CNS(=O)(=O)c2cccs2)CC1 (stereo not drawn)
-7.2	O=C(Nc1cccc([N+](=O)[O-])c1)C1CC=CCC1C(=O)N1CCCCC1 (stereo not drawn)
-8.9	CC(C)C(=O)N1N=C(c2ccc([N+](=O)[O-])cc2)CC1(O)C(F)(F)F (stereo not drawn)
9.9	Cc1ccc(-c2cc(C(=O)Nc3ccc(Cl)cc3)c3ccccc3n2)cc1
-1.4	CCc1ccc(C2=Nn3c(nnc3-c3cccs3)SC2)cc1
2.0	O=C(CC1SC(=Nc2ccc(O)cc2)NC1=O)Nc1ccc(F)cc1 (stereo not drawn)
0.7	COc1ccc(C(=O)CC(=O)C(=O)Nc2cc(C)ccc2C)cc1
4.7	COc1ccccc1NC(=O)c1ccc2c(c1)C(=O)N(c1ccc(I)cc1)C2=O
-13.9	CC(C)NC(=O)C1CCCN(S(=O)(=O)c2cccc3nonc23)C1 (stereo not drawn)
0.2	COc1cc2c(cc1OC)-c1cc(NCc3ccccn3)nc(=O)n1CC2
-7.0	NC(=O)C1NCCc2c1[nH]c1ccccc21 (stereo not drawn)
-6.2	CC(C)(C)n1nnnc1C(c1ccc(C#N)cc1)N1CCCC2(CCCCC2)C1 (stereo not drawn)
4.2	CCOC(=O)c1c(NC(=O)c2cccs2)sc(C(=O)Nc2cccc([N+](=O)[O-])c2)c1C
-5.3	CN(C)c1ccc(C(=O)N2N=C(c3ccc(Cl)cc3)CC2(O)C(F)(F)F)cc1 (stereo not drawn)
-0.3	COc1ccccc1C1C(C(=O)OCCc2ccccc2)=C(C)NC2=C1C(=O)CC(c1ccccc1)C2 (stereo not drawn)
-14.8	CNC(=O)NC(=O)N(C)S(C)(=O)=O
-28.6	CCN(CC)c1ccc(NC(=O)CCN2C(=O)c3cccc([N+](=O)[O-])c3C2=O)cc1
-7.0	CCCOc1cccc(C(=O)Nc2cccc(-c3nc4ncccc4o3)c2)c1
-6.1	Cc1ccccc1-n1c(Cn2c(=O)sc3ccccc32)nnc1SC(C)C
7.5	Cc1ccc(-c2nnc(SCC(=O)Nc3nccs3)o2)cc1
-136.2	O=C1C2C3C=CC(CO)(O3)C2C(=O)N1c1cccc(Br)c1 (stereo not drawn)
-33.8	O=C(Nc1ccc2c(c1)C(=O)c1ccccc1C2=O)c1ccco1
-0.7	O=C(O)c1cccc(NS(=O)(=O)c2ccc(Br)cc2)c1
-3.1	CCCCNC(=O)CCn1c(=O)c2ccccc2n(CC(=O)N2CC(C)CC(C)C2)c1=O (stereo not drawn)
-29.3	CCOc1ccc(N=Cc2cc(C)cc(I)c2O)cc1
-7.2	Cc1ccc(NC(=O)c2ccccc2)c(C)c1
-2.3	Cc1ccc(-n2nc3cc(C)c(NC(=O)COc4ccc(Cl)cc4C)cc3n2)cc1
-5.0	O=C(c1csc2c1CCCC2)N1CCCCC1
0.2&4.0	Cc1ccc(S(=O)(=O)N(CC(=O)O)Cc2ccccc2)cc1
-9.5	C=C1OC(=O)OC1(C)CCC1=C(C)CCCC1(C)C (stereo not drawn)
9.6	O=C(Nc1nccs1)C1CCN(S(=O)(=O)c2cccc3nsnc23)CC1
3.6	Nc1[nH]c(=S)ncc1C(=O)O
-17.2	CCSc1oc(-c2ccc(F)cc2)nc1S(=O)(=O)c1ccccc1
-10.4	COc1cc2[nH]c3c(=O)n(CCN4CCCCC4)cnc3c2cc1OC
-4.8	Cc1ccc(NC(=O)CN(C)S(=O)(=O)c2cnc[nH]2)cc1C
-3.7	COc1cc(OC)cc(C(=O)Oc2c(S(=O)(=O)c3ccc(C)cc3)c(C)nn2C(C)(C)C)c1
-22.4	COC(=O)C1=C(C)NC2=C(C(=O)CC(c3ccc(OC)c(OC)c3)C2)C1c1ccccc1Br (stereo not drawn)
-8.7	Cc1ccc(S(=O)(=O)N=C(Nc2ccc(O)c(Cl)c2)c2ccccc2)cc1
-1.1	Cc1ccc(-n2c(N)c(C(=O)Nc3ccc(F)cc3)sc2=S)c(C)c1
-13.8	Cc1ccc(N2C(=O)C3C4C=CC(C4)C3C2=O)cc1 (stereo not drawn)
-3.8	O=S1(=O)CC(O)C(Nc2ccccc2Cl)C1 (stereo not drawn)
-15.9	O=C1C2C(c3cccc(Br)c3)OC3(C(=O)c4ccccc4C3=O)C2C(=O)N1c1ccc([N+](=O)[O-])cc1 (stereo not drawn)
2.8	CCC(C)NC(=O)C1CCCN(S(=O)(=O)c2cccc3nsnc23)C1 (stereo not drawn)
-7.5&-3.9	O=C(Nc1ccccc1)N(Cc1cccnc1)Cc1ccco1
-2.5	CCOc1cc(C2C3=C(CC(C)(C)CC3=O)OC3=C2C(=O)CC(C)(C)C3)ccc1OC(=O)c1cccc(OC)c1
-5.2	CCOCCCNc1nc(-c2ccc(Cl)cc2)nc2ccccc12
-14.5	Cc1ccccc1-c1nnn(CC(=O)NCc2ccc3c(c2)OCO3)n1
17.7&0.3	CCOC(=O)C(O)(C1C(=O)CC(C)(C)CC1=O)C(F)(F)F (stereo not drawn)
-9.3	COc1ccc(CCNc2nc(=S)[nH]c3cc(OC)c(OC)cc23)cc1OC
-4.6	CC(=O)Nc1c(C(=O)c2ccc(F)cc2)oc2ccccc12
4.1	Cc1nnc(SCC(=O)N2CCN(Cc3ccccc3)CC2)s1
-4.7	COC(=O)C1C(=O)C2=C(CC1C)NC(C)=C(C(=O)OC(C)C)C2c1ccc(C)o1 (stereo not drawn)
-1.0&7.0	Cc1c(C(=O)Nc2ccc(C(=O)O)cc2)cnn1C
-1.4	Cc1cc(-n2c(C)cc(C(=O)CSc3ccc4c(c3)OCCO4)c2C)no1
-0.9	Cc1ccc(CSCCC(=O)NCc2ccccc2Cl)cc1
-12.1	CC(c1ccccc1)C1CC(=O)N(Cc2ccco2)C1=O (stereo not drawn)

Later entries.
14-3-3 PPI	Molecule
-5.1	C=C(C)COc1ccc(-c2n[nH]c(C)c2Oc2ccccc2OC)c(O)c1
-7.2	COc1ccc(S(=O)(=O)N(CC(=O)Nc2ccc3c(c2)OCO3)c2ccc(C)cc2)cc1
-8.8	Cc1ccc2nc3c(cc(C(=O)NCCc4ccccc4)c(=N)n3C3CCCC3)c(=O)n2c1
-1.7	CNC(=O)CSCCn1c(SCC(=O)NC)nc2ccccc2c1=O
-25.4	COCCN1C(=O)c2ccccc2C(C(=O)Nc2ccccc2OC)C1c1ccc(F)cc1 (stereo not drawn)
0.4	COc1ccc(NCc2ccc(OC)c(OC)c2)cc1
-12.7	CCC1CCCCN1S(=O)(=O)c1ccc(C(=O)Nc2nnc(-c3cccc(OC)c3)o2)cc1 (stereo not drawn)
1.2	Cc1cc(C)nc(N2CCCC(C(=O)Nc3nnc(C)s3)C2)n1 (stereo not drawn)
1.0	O=C(O)CCCCNS(=O)(=O)c1ccccc1C(F)(F)F
-4.6	COc1ccccc1NC(=O)CSc1nc2ccsc2c(=O)n1-c1ccc(F)cc1
-16.8	Cc1oc(C)c2c(=O)ccc3c(c12)OC(N)=C(C#N)C3c1ccccc1 (stereo not drawn)
3.1	COc1ccccc1-n1nnnc1SCC(=O)NC1CCCC1
-5.0	N#Cc1cccc(NC(=O)CCC2CCCC2)c1
-2.7	COc1cc(NC(=O)N2CCOCC2)cc(OC)c1
-14.6	CC(CCc1ccccc1)NC(=O)CSc1nc(N)cc(N)n1 (stereo not drawn)
-8.8	O=S(=O)(NC1CCCc2ccccc21)c1cccc2nsnc12 (stereo not drawn)
-5.5	c1ccc(-c2oc3ncnc(NCCN4CCOCC4)c3c2-c2ccccc2)cc1
-1.2	CN1C[C@H](C(=O)N[C@]2(C)O[C@@]3(O)[C@@H]4CCCN4C(=O)[C@H](Cc4ccccc4)N3C2=O)C[C@@H]2c3cccc4[nH]cc(c34)C[C@H]21
-10.7	COc1ccc(CN2CCN(C(=O)c3ccccc3F)CC2)cc1
-9.4	COc1cccc(C2CC(c3ccc(I)cc3)Nc3nnnn32)c1OC (stereo not drawn)
-6.1	OCCCCNc1ncnc2sc3c(c12)CCCC3
-2.0	CCC1Oc2ccccc2N(CC(=O)NCCN2CCc3ccccc3C2)C1=O (stereo not drawn)
-5.5	O=C(Nc1cccc(C(F)(F)F)c1)c1ccc(F)c(S(=O)(=O)N2CCN(c3ccccc3F)CC2)c1
-0.4	CC(NC(=O)c1c(O)c2cccc3c2n(c1=O)CCC3)c1ccccc1 (stereo not drawn)
-14.7	Cc1cccc(C2c3c(n(C)c(=O)n(C)c3=O)N=C3c4ccccc4C(=O)C32)c1 (stereo not drawn)
-3.3	CCOC(=O)C1=C(C)N=C2SCCC(=O)N2C1c1ccc(OCC(C)C)c(OC)c1 (stereo not drawn)
-1.6	CCC1CCCCN1CCCNC(=O)CC1Oc2ccccc2NC1=O (stereo not drawn)
-11.7	Cc1ccc(C)c(CN2C(=O)CSc3ccc(C(=O)NCCN(C)C)cc32)c1
-8.8	COc1ccc(C2C(C(=O)Nc3ccc(C)c(F)c3)c3cc(OC)c(OC)cc3C(=O)N2C)cc1OC (stereo not drawn)
-3.2	Cc1nc(C)c(C(=O)O)c(-c2ccco2)c1C(=O)O

Continued; it opens with the five that closed the last part.
14-3-3 PPI	Molecule
-3.3	CCOC(=O)C1=C(C)N=C2SCCC(=O)N2C1c1ccc(OCC(C)C)c(OC)c1 (stereo not drawn)
-1.6	CCC1CCCCN1CCCNC(=O)CC1Oc2ccccc2NC1=O (stereo not drawn)
-11.7	Cc1ccc(C)c(CN2C(=O)CSc3ccc(C(=O)NCCN(C)C)cc32)c1
-8.8	COc1ccc(C2C(C(=O)Nc3ccc(C)c(F)c3)c3cc(OC)c(OC)cc3C(=O)N2C)cc1OC (stereo not drawn)
-3.2	Cc1nc(C)c(C(=O)O)c(-c2ccco2)c1C(=O)O
-2.4	CCCCOc1nc(N)nc(-c2ccccc2)n1
-2.6	COc1ccc(-c2n[nH]c(=S)n2C2CCCCC2)cc1OC
-2.5	Cc1ccc(Nc2ncnc3sc4c(c23)CCCC4)cc1F
-30.2	Cc1cc(C)nc(SCC(=O)Nc2nc3c(s2)CCCC3)n1
-2.4	O=C(c1cc2ccccc2o1)c1cccs1
-9.5	COc1ccc(CC(=O)Nc2nncs2)cc1OC
0.5	CC1CC(Nc2ccccc2)c2ccccc2N1S(=O)(=O)c1ccc(Br)cc1 (stereo not drawn)

Some of the compounds tested (hit frequency here may not be typical).
